Screens (PubChem BioAssay)
SARS 3CLpro inh: SARS-CoV 3CLpro protease inhibitors, primary screen, biochemical, quenched FRET; Replicase polyprotein 1ab (Severe acute respiratory syndrome coronavirus), P0C6X7; inhibition, % at 6 µM; 0.14% of 290,000 active; recombinant SARS-CoV 3CLpro, quenched FRET peptide cleavage; in the data active means inhibition above about 12%
Anthrax LF prot: Bacillus anthracis LF protease inhibitors, primary screen, biochemical, multiplex microsphere, MLPCN library; Lethal factor (Bacillus anthracis), P15917; multiplex microsphere protease cleavage assay; 0.12% of 360,000 active; inhibition, % at 10 µM; further: plate controls were buffer without enzyme for full effect and enzyme alone for no effect
Target sequence (P15917 whole entry, looked up): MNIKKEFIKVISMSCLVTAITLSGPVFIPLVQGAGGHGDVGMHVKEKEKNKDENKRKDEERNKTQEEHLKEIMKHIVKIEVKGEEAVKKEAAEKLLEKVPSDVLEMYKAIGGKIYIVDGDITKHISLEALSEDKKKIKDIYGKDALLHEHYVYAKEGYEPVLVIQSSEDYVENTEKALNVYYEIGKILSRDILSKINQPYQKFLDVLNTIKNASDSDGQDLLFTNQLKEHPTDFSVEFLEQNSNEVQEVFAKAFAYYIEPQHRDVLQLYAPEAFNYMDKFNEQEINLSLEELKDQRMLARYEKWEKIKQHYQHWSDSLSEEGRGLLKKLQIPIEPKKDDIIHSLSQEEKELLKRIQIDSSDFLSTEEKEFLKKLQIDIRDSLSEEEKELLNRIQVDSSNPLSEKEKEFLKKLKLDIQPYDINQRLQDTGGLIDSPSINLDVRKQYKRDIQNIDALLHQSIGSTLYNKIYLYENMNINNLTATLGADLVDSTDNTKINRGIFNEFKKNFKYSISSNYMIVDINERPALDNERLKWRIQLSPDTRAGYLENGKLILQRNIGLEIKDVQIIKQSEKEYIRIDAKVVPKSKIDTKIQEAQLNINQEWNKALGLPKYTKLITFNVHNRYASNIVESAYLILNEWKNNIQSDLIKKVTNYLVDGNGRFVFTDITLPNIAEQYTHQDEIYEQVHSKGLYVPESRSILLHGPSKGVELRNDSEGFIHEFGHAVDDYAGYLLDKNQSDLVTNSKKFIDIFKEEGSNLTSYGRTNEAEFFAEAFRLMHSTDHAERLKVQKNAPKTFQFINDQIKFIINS
BoNT-A LC inh2: BoNT/A light chain protease inhibitors, primary screen, biochemical, flow cytometry, MLPCN library | multiplex microsphere protease substrate cleavage | 0.17% of 360,000 active | inhibition, % at 10 µM | Botulinum neurotoxin type A light chain protease (Clostridium botulinum A str. ATCC 3502); further: plate controls were buffer without enzyme for full effect and enzyme alone for no effect
TcdB GH inh: TcdB glycohydrolase inhibitors, primary screen, biochemical, single point, plate reader. inhibition, % at 9.99 µM. Toxin B (Clostridioides difficile), P18177. TcdB glycohydrolase enzymatic assay. 0.24% of 350,000 active; in the data active means inhibition above about 10%
PriA SSB inh: inhibitors of Klebsiella pneumoniae PriA binding to SSB C-terminal tail, primary screen, biochemical, AlphaScreen; inhibition, % at 33 µM; AID 1272365, 2023; 0.6% of 430,000 active; AlphaScreen SSBct-PriA binding, biotinylated peptide; in the data active means inhibition mostly above about 37%, no sharp cut-off; inactive means mostly below about 20%;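 further: plate controls were negative control peptide for no effect and reference peptide for full effect; strong numbers were not always called active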
Yp Topo-I inh: Yersinia pestis topoisomerase I inhibitors, primary screen, biochemical, cleavage product accumulation, plate reader, single point | DNA topoisomerase I (Yersinia pestis CO92) | Y. pestis Topo-I cleavage product accumulation | activity, % at 10 µM | 0.064% of 360,000 active | AID 504884, 2011; in the data active means activity above about 50%, passing the limit was not always enough; inconclusive means no clear call, values can overlap the other calls; further: inactives centre near 2
PfHsp40 rescue: rescue of yeast from PfHsp40 toxicity, primary screen, S. cerevisiae, ATP luminescence. growth rescue, % at 12.5 µM. 0.68% of 340,000 active. S. cerevisiae expressing PfHsp40, growth rescue; in the data active means growth rescue above about 28%, passing the limit was not always enough; inconclusive means no clear call, values can overlap the other calls;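 further: yeast W303a lacking pdr1 and pdr3 grown in galactose medium; growth measured after three days at 30 °C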
DUSP3 inh: VHR1 phosphatase inhibitors, primary screen, biochemical, absorbance, uHTS | Dual specificity protein phosphatase 3 (Homo sapiens), P51452 | recombinant VHR phosphatase, pNPP absorbance | inhibition, % at 13.3 µM | 0.52% of 290,000 active; in the data active means inhibition above about 50%; further: some compounds called inactive have numbers as strong as hits
Target sequence (P51452 whole entry, looked up): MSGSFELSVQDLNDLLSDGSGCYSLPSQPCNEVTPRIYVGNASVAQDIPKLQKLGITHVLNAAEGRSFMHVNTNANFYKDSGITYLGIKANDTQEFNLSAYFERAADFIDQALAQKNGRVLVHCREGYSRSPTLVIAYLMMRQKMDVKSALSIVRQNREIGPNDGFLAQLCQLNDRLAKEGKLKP
CCHFV vOTU inh: CCHFV vOTU protease inhibitors, primary screen, biochemical, Pep-AMC substrate, fluorescence | 0.55% of 370,000 active | Crimean-Congo hemorrhagic fever virus L polyprotein viral ovarian tumor (vOTU) protease … | inhibition, % at 11.5 µM; in the data active means inhibition above about 30%; further: 0% = vehicle wells with enzyme and 100% = no enzyme wells
BH1578 lux ind: inducers of Vibrio cholerae quorum light production without autoinducers, primary screen, BH1578 luxS cqsA deficient, single point; V. cholerae BH1578 lux reporter, luminescence, 6 h; activation, % at 18.7 µM; 0.16% of 350,000 active; in the data active means activation mostly above about 9.7%, no sharp cut-off; inconclusive means no clear call, values can overlap the other calls; inactive means mostly below about 3.7%; further: not every result past the cut was called active; inactives centre near 0; reference of the scale not given here
The depositor's hits bear a star; i = inactive; ? = inconclusive; / = not tested or not shown; & = joins results of further samples; ! = not confirmed by another sample. Unless noted, no stated cut-off is given here; in the data, active means inhibition above about 30%; inconclusive means no clear call, values can overlap the other calls; inactive means below that. These rows are one share of the data; count on the stated rates, not on these rows.

entry	smiles	CCHFV vOTU inh	SARS 3CLpro inh	BoNT-A LC inh2	PriA SSB inh	BH1578 lux ind
1	CC(Sc1ncnc2c1cnn2-c1ccccc1)C(=O)NCC1CCCO1 (stereo unspecified)	14	-3	1.8	-1	0.7
2	O=C(O)c1cc2c(ccc3ccccc32)o1	3	1	-0.8	-9	-1.5
3	CN(C1CCCCC1)S(=O)(=O)c1ccc(SCC(N)=O)nc1	8	/	-0.3	/	-0.4
4	Cc1cccc(C)c1OC(=O)CSc1nnc(-c2ccccc2)o1	6	1	-0.5	-1	i
5	CC1(C)CC2(CCO1)OC(=O)CC2C(=O)Nc1ccc(Br)cc1 (stereo unspecified)	-6	1	0.6	5	-2.8
6	CC1CCN(C(=O)c2[nH]c(C(F)(F)F)nc2-c2ccccc2)CC1	1	/	-1.1	/	/
7	Cn1c(=O)c2c(ncn2CC(=O)N2CCN(c3cccc(Cl)c3)CC2)n(C)c1=O	3	4	-0.6	0	-1.0
8	O=C(COc1ccccc1)Nc1cccc2nsnc12	3	6	4.2	-32	-0.7
9	COc1ccc(S(=O)(=O)Nc2cc3c(cc2C(C)=O)OCO3)cc1	3	-5	-0.5	-13	/
10	COC(=O)CSc1nc(N2CCOCC2)c2c(c1C#N)CC(C)(C)OC2	-2	-4	-0.4	-8	0.1
11	COc1ccc(C(=O)Oc2ccc3oc(=O)sc3c2)cc1	1	4	1.3	4	-0.3
12	CCOc1cc(/C=C/C(=O)OCC(=O)NCc2ccco2)cc(Cl)c1OC	1	/	3.5	9	0.1
13	NC(CCc1ccccc1)c1csc(NC(=O)NCC2CCCCC2)n1 (stereo unspecified)	21	/	-0.4	/	-0.3
14	O=C(O)CSc1nccc2ccccc12	-5	5	-1.2	-17	i
15	O=C(CCNC(=O)c1ccc([N+](=O)[O-])cc1)NCCCN1CCCC1=O	5	1	-1.0	0	i

entry	PfHsp40 rescue	TcdB GH inh	DUSP3 inh	Anthrax LF prot	Yp Topo-I inh
1	-0.8	1.5	2	1	6
2	-0.5	-0.8	12	-1	-2
3	/	0.3	/	-4	4
4	-0.5	/	12	-1	-7
5	-0.5	1.8	12	-11	3
6	/	3.0	/	-4	/
7	0.1	/	24	-3	2
8	0.5	-0.6	1	3	6
9	0.1	1.2	8	1	1
10	2.1	0.6	-1	-5	2
11	-0.1	/	19	6	-2
12	-1.0	1.4	/	5	3
13	/	-0.3	/	1	-14
14	0.7	0.8	12	8	-9
15	0.6	-6.5	-14	-6	6

Continued:
entry	smiles	CCHFV vOTU inh	SARS 3CLpro inh	BoNT-A LC inh2	PriA SSB inh	BH1578 lux ind
16	Cc1cccc(NC(=O)CN(C2=NC3CS(=O)(=O)CC3S2)c2ccccc2F)c1 (stereo unspecified)	-8	2	-1.4	-6	i
17	O=C(c1cnn2ccccc12)N1CCc2ccccc21	4	-3	0.2	-20	1.1
18	COc1ccc(NC(=O)CCNS(=O)(=O)c2cccc3nonc23)c(OC)c1	10	4	-0.3	0	0.4
19	O=C(O)c1cccc2c1C(=O)N(C1CCCCC1)C2	-5	-3	-0.3	-5	-1.1
20	O=C(NCCN1CCN(c2cccc(Cl)c2)CC1)c1ccc(CSc2nc3ccncc3[nH]2)cc1	0	-3	0.4	13	-6.7
21	CCCN1CCN(CCCNC(=O)c2ccc3c(Cl)c4c(nc3c2)CCCC4)CC1	-2	-5	1.7	1	-0.2
22	CC(C)(C)C1CCc2onc(C(=O)Nc3ccc(F)cc3F)c2C1 (stereo unspecified)	1	3	0.5	-29	1.0
23	CC(C(=O)NCc1cccc(Cl)c1)N1C(=O)c2ccccc2C1=O (stereo unspecified)	3	1	-1.2	-22	-0.5
24	COC(=O)CN(c1ccc(C)c(Cl)c1)S(C)(=O)=O	-9	0	0.4	-12	i
25	CCCOc1ccc(C(CC(=O)O)NC(=O)C23CC4CC(CC(C4)C2)C3)cc1 (stereo unspecified)	-6	2	-0.3	-10	-0.2
26	Cc1ccc2c(c1)Sc1ccccc1CC2=O	10	4	-0.6	-54	-0.2
27	CC(C)(C)c1ccc(C(=O)NNc2cc(Cl)cc(Cl)c2)cc1	1	0	0.5	-1	-0.3
28	COc1cc(CNC(=O)Nc2nc(C(N)Cc3ccc(C(F)(F)F)cc3)cs2)cc(OC)c1OC (stereo unspecified)	31*	/	-0.1	/	-0.5
29	COc1cnc(-c2ccccn2)nc1Sc1ccccc1Cl	2	7	-2.0	83*	-2.4
30	CC1CCCCN1C(=O)CSc1nnc(-c2ccco2)n1C (stereo unspecified)	-2	4	-2.0	-13	i

entry	PfHsp40 rescue	TcdB GH inh	DUSP3 inh	Anthrax LF prot	Yp Topo-I inh
16	1.7	0.5	-10	4	-2
17	-0.9	1.0	42	-5	3
18	-0.5	1.9	26	0	1
19	-2.1	-1.0	21	-8	7
20	?	/	13	-1	13
21	-0.7	0.4	18	1	-6
22	0.5	/	-4	0	-9
23	-0.6	2.8	-3	-9	-1
24	0.1	/	-13	2	10
25	1.5	/	15	-1	-1
26	2.7	/	-10	-1	10
27	-1.4	-1.2	25	5	1
28	/	0.4	/	-6	-8
29	2.6	/	21	-4	5
30	-0.4	0.3	-11	0	3

Five entries from above, sorted by formula weight, low to high.
entry	smiles	CCHFV vOTU inh	SARS 3CLpro inh	BoNT-A LC inh2	PriA SSB inh	BH1578 lux ind
26	Cc1ccc2c(c1)Sc1ccccc1CC2=O	10	4	-0.6	-54	-0.2
30	CC1CCCCN1C(=O)CSc1nnc(-c2ccco2)n1C (stereo unspecified)	-2	4	-2.0	-13	i
27	CC(C)(C)c1ccc(C(=O)NNc2cc(Cl)cc(Cl)c2)cc1	1	0	0.5	-1	-0.3
25	CCCOc1ccc(C(CC(=O)O)NC(=O)C23CC4CC(CC(C4)C2)C3)cc1 (stereo unspecified)	-6	2	-0.3	-10	-0.2
18	COc1ccc(NC(=O)CCNS(=O)(=O)c2cccc3nonc23)c(OC)c1	10	4	-0.3	0	0.4

entry	PfHsp40 rescue	TcdB GH inh	DUSP3 inh	Anthrax LF prot	Yp Topo-I inh
26	2.7	/	-10	-1	10
30	-0.4	0.3	-11	0	3
27	-1.4	-1.2	25	5	1
25	1.5	/	15	-1	-1
18	-0.5	1.9	26	0	1

Further results
entry	smiles	CCHFV vOTU inh	SARS 3CLpro inh	BoNT-A LC inh2	PriA SSB inh	BH1578 lux ind
31	CCOC(=O)c1c(NC(=O)C[n+]2ccc(Cc3ccccc3)cc2)sc(C)c1C	6	-1	0.0	12	-1.8
32	O=C(c1ccc2ccccc2c1)c1c[nH]cc1-c1ccccc1	-28	6	0.7	13	-0.3
33	CC(=O)N1CC=C2C(C#N)=C(N)C(C#N)(C#N)C(C)C2C1 (stereo unspecified)	-15	-3	1.7	2	5.7
34	CCOC(=O)C1(Cc2ccc(Cl)cc2)CCN(CCCn2cccn2)CC1	-12	0	0.0	-16	4.2
35	CCCN1CCN(C(=O)CCCNC(=O)Cn2cnc3sc(C)c(C)c3c2=O)CC1	-2	2	0.5	-18	14
36	CC(C)C(=O)Nc1cccc(-c2cn3ccsc3n2)c1	-4	1	-0.1	-23	-0.2
37	OC1CCCN(Cc2c3ccccc3cc3ccccc23)C1 (stereo unspecified)	-80	-1	9.9	-13	-14
38	Cc1csc(SC(C)C(=O)NCC2CCCCC2)n1 (stereo unspecified)	-9	-1	-0.2	-12	-0.2
39	CN(C)c1ccc(NC(=O)CN2CCN(CC(=O)Nc3ccc(F)cc3)CC2)cc1	6	4	0.2	38	i
40	O=C(CSc1n[nH]c(-c2cccnc2)n1)Nc1ccnc2ccccc12	-10	2	1.9	-8	i
41	CCOC(=O)CSc1nnc(C2CCCCC2)n1C	8	-8	-0.5	0	i
42	O=C(NC1=NCCS1)c1cc(-c2cccc(Br)c2)nc2ccccc12	-16	1	0.3	8	-0.3
43	O=C1C(Cc2ccccc2)Nc2ncnc(N3CCOCC3)c2N1Cc1ccc(Cl)cc1 (stereo unspecified)	31*!	/	-0.2&0.0	10	3.2
44	Cc1ccc(-n2ncc(C(=O)NCC3CCN(C4CCCC4)C3)c2C2CCN(C(=O)OC(C)(C)C)CC2)cc1C (stereo unspecified)	6	-3	0.9	14	-0.4
45	Cc1cc([N+](=O)[O-])ccc1N(C)C	8	-2	1.9	-5	-0.2

entry	PfHsp40 rescue	TcdB GH inh	DUSP3 inh	Anthrax LF prot	Yp Topo-I inh
31	-0.1	0.9	-4	-2	6
32	0.8	/	13	4	-2
33	2.1	/	-5	-4	1
34	-1.2	1.8	20	-1	18
35	-0.2	/	8	0	2
36	1.3	/	0	-3	3
37	-0.3	/	-2	4	6
38	-0.9	1.5	-20	-8	-4
39	-0.5	/	6	-3	-11
40	-0.4	/	-8	-7	2
41	-0.7	/	23	2	3
42	7.3	/	-4	1	-3
43	1.2	-1.1&-0.6	/	-9&2	6
44	0.7	1.2	58*	0	6
45	-0.9	/	-6	-1	6

Next part.
entry	smiles	CCHFV vOTU inh	SARS 3CLpro inh	BoNT-A LC inh2	PriA SSB inh	BH1578 lux ind
46	O=C(NCCc1ccccn1)c1nc(Cn2ccc([N+](=O)[O-])n2)no1	4	-4	0.5	-14	-1.0
47	O=C(N/N=C/c1ccccc1)c1ccco1	-9	1	0.7	i	-0.2
48	O=[N+]([O-])c1ccccc1-c1ccc(CN2CCN(c3ccccc3)CC2)o1	9	-6	-1.7	31	i
49	COc1ccc(C(=O)Nc2cc(S(=O)(=O)N3CCCCC3)ccc2OC)cc1	1	/	3.3	-14	1.4
50	CN(c1ccc(C(=O)N2CCN(Cc3ccc4c(c3)OCO4)CC2)cc1)S(=O)(=O)c1ccccc1	-2	9	-0.6	10	-0.2

entry	PfHsp40 rescue	TcdB GH inh	DUSP3 inh	Anthrax LF prot	Yp Topo-I inh
46	1.1	1.0	12	1	1
47	-1.6	0.8	17	-2	2
48	0.6	1.9	1	2	12
49	-0.2	1.9	/	-5	2
50	-0.7	/	13	-3	34
